Screens: PubChem BioAssay, Southern Research Specialized Biocontainment Screening Center
H37Rv inhibition: M. tuberculosis growth inhibition, HTS (AID 449762); M. tuberculosis H37Rv growth inhibition, 7H9 media; higher % means a stronger effect; one-dose inhibition, % at 25 µM; IC50 in µM for titrated hits; hit rate 0.59% among 330,000; in the data active = a potency from the dose series; inconclusive = inhibition above about 70% without an active follow-up result;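 note: bacterial growth assessed after seven days of incubation; strong numbers were not always called active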
PhoP GFP inhibition: PhoP regulon inhibitors, Salmonella typhi PhoP promoter GFP reporter, confirmatory (AID 1850). hit rate 0.33% among 310,000. one-dose inhibition, % at 50 µM; IC50 in µM for titrated hits. Salmonella Typhi PhoP-promoter GFP reporter, fluorescence, 4 h; higher % means a stronger effect; in the data active = a potency from the dose series; inconclusive = inhibition mostly from about 25% at the one dose, without a potency; inactive = the rest, 99 in 100 with inhibition below about 19%;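 note: 0% = induced wells with vehicle and 100% = uninduced wells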
tuberculosis growth: growth inhibition of non-replicating M. tuberculosis (AID 488890); Mycobacterium tuberculosis non-replicating, growth inhibition; higher % means a stronger effect; inhibition, % at 25 µM; hits with a dose series show IC50 in µM; hit rate 0.39% among 320,000; in the data active = a potency from the dose series; inconclusive = inhibition mostly from about 82% at the one dose, without a potency; inactive = the rest, 99 in 100 with inhibition below about 76%;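 note: plate controls were DMSO cells for no effect and high antibiotic wells for full effect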
VEEV TC-83 Vero: inhibitors of VEEV TC-83 cytopathic effect, confirmation, Vero cells (AID 588727) | Vero cells, VEEV TC-83 cytopathic effect inhibition; higher % means a stronger effect | inhibition, % at 20 µM, or IC50 in µM where a hit was titrated | hit rate 0.13% among 350,000; in the data active = a potency from the dose series; inconclusive = inhibition mostly from about 14% at the one dose, without a potency; inactive = the rest, 99 in 100 with inhibition below about 12%; note: strong numbers were not always called active
H1N1 NS1A inhibition: NS1A inhibition, H1N1 influenza, cell based functional assay (AID 504329); inhibition, % at 12.5 µM, or IC50 in µM where a hit was titrated; NS1A functional cell-based assay, percent inhibition; higher % means a stronger effect; hit rate 0.3% among 340,000; in the data active = a potency from the dose series; inconclusive = inhibition above about 27% without an active follow-up result; note: strong numbers were not always called active
VEEV TC-83 Vero 10K pilot screen: also measured in VEEV TC-83 Vero; calls as there; inhibition, %; measured here: 10K pilot screen inhibition
The depositor's hits bear a star; i = inactive; ? = inconclusive; . = no result given; & = joins results of further samples; ! = a repeat was not active. Compounds as they come (roughly 1.5% active in at least one column).

SMILES | H37Rv inhibition | PhoP GFP inhibition | tuberculosis growth | VEEV TC-83 Vero | H1N1 NS1A inhibition | others
COCCn1c(SCC(=O)Nc2nnc(C)s2)nnc1-c1c[nH]c2ccccc12 | -2.3% | 8.6% | 4.3% | i | -4.9%
COc1cc2c(=O)n(-c3ccc(C)cc3)c(=O)n(CC(=O)c3ccc4c(c3)OCO4)c2cc1OC | -6.5% | 8.1% | 14.0% | 8.6% | 5.5%
CC1Cc2ccccc2N1S(=O)(=O)c1cccc(C(=O)N2CCCCC2)c1 (configuration not stated) | . | . | . | 1.4% | -3.5%
CCOC(=O)c1c(C)[nH]c(C(=O)OCC(=O)N2CCc3ccccc32)c1C | 6.2% | -2.8% | -13.3% | 0.4% | -1.5%
C=CCC[C@H](Cc1ccc(F)cc1)C(=O)OC[C@H](Cc1c[nH]c2ccccc12)NC(=O)[C@@H](CC=C)CC(=O)N[C@H](CO)Cc1ccccc1 | -6.7% | . | 28.2% | 2.5% | 9.1%
O=C(Nc1nc2ccc(S(=O)(=O)N3CCCCC3)cc2s1)c1ccncc1 | -1.4% | -2.0% | 22.5% | 8.3% | 1.6%
Cc1cccc(N2CCN(CC(=O)NCc3ccccc3)CC2)c1C | 1.5% | 1.2% | 49.7% | 0.8% | 0.3%
O=C(CSc1ccc2c(c1)OCCO2)NCc1ccco1 | 1.4% | -2.6% | 19.8% | 0.0% | 18.4%
COc1ccccc1NS(=O)(=O)N(C)C | 2.1% | 5.4% | 13.6% | 0.7% | 1.3%
COc1ccc(-n2c(=O)c3ccccc3n(CC(=O)Nc3cccc(OC)c3)c2=O)cc1 | -2.6% | -8.2% | 0.3% | 0.4% | -15.9%
CC(C)[C@@H](NC(=O)C1CCN(C(=O)[C@@H]2CCCN2C(=O)OC(C)(C)C)CC1)C(=O)NCc1ccc(F)cc1 | -17.0% | -6.1% | 20.2% | 0.1% | 5.0%
Cc1cc2oc(=O)cc(CSc3nc(N)cc(N)n3)c2cc1C | -4.5% | -5.4% | 5.1% | 6.2% | -15.4%
CN1CCN(C(c2ccc(Br)cc2)c2cc(Cl)c3cccnc3c2O)CC1 (configuration not stated) | 12.8% | 68.3µM* | ? | 3.8% | 10.5%
COc1cc(/C=N/NC(=O)/C(=C\c2ccc3c(c2)OCO3)NC(=O)c2ccccc2)ccc1O | -5.2% | -12.3% | -8.6% | 11.1% | 0.2%
O=S(=O)(c1ccc2c(c1)OCCO2)N1C[C@@H]2C[C@H]1CN2S(=O)(=O)c1c(F)cccc1F | -5.2% | . | 11.2% | 1.3% | -25.4%

Entries shown so far that have fluorine:
SMILES | H37Rv inhibition | PhoP GFP inhibition | tuberculosis growth | VEEV TC-83 Vero | H1N1 NS1A inhibition | others
C=CCC[C@H](Cc1ccc(F)cc1)C(=O)OC[C@H](Cc1c[nH]c2ccccc12)NC(=O)[C@@H](CC=C)CC(=O)N[C@H](CO)Cc1ccccc1 | -6.7% | . | 28.2% | 2.5% | 9.1%
CC(C)[C@@H](NC(=O)C1CCN(C(=O)[C@@H]2CCCN2C(=O)OC(C)(C)C)CC1)C(=O)NCc1ccc(F)cc1 | -17.0% | -6.1% | 20.2% | 0.1% | 5.0%
O=S(=O)(c1ccc2c(c1)OCCO2)N1C[C@@H]2C[C@H]1CN2S(=O)(=O)c1c(F)cccc1F | -5.2% | . | 11.2% | 1.3% | -25.4%

A draw from above in order of count of non-hydrogen atoms, falling:
SMILES | H37Rv inhibition | PhoP GFP inhibition | tuberculosis growth | VEEV TC-83 Vero | H1N1 NS1A inhibition | others
COc1cc2c(=O)n(-c3ccc(C)cc3)c(=O)n(CC(=O)c3ccc4c(c3)OCO4)c2cc1OC | -6.5% | 8.1% | 14.0% | 8.6% | 5.5%
COCCn1c(SCC(=O)Nc2nnc(C)s2)nnc1-c1c[nH]c2ccccc12 | -2.3% | 8.6% | 4.3% | i | -4.9%
CC1Cc2ccccc2N1S(=O)(=O)c1cccc(C(=O)N2CCCCC2)c1 (configuration not stated) | . | . | . | 1.4% | -3.5%
Cc1cccc(N2CCN(CC(=O)NCc3ccccc3)CC2)c1C | 1.5% | 1.2% | 49.7% | 0.8% | 0.3%
Cc1cc2oc(=O)cc(CSc3nc(N)cc(N)n3)c2cc1C | -4.5% | -5.4% | 5.1% | 6.2% | -15.4%
O=C(CSc1ccc2c(c1)OCCO2)NCc1ccco1 | 1.4% | -2.6% | 19.8% | 0.0% | 18.4%
COc1ccccc1NS(=O)(=O)N(C)C | 2.1% | 5.4% | 13.6% | 0.7% | 1.3%

Going on with the list:
SMILES | H37Rv inhibition | PhoP GFP inhibition | tuberculosis growth | VEEV TC-83 Vero | H1N1 NS1A inhibition | others
CSc1ccccc1C(=O)OCC(=O)N1CCCC1=O | -8.2% | . | -11.3% | 0.6% | -5.8%
CC(=O)Nc1cccc(C(=O)OC2CCOC2=O)c1 (configuration not stated) | -0.7% | -8.5% | -4.2% | 0.3% | -9.3%
COc1ccc(C(CNC(=O)CSc2ccc(Br)cc2C)N2CCOCC2)cc1 (configuration not stated) | 0.7% | 7.3% | 7.1% | 5.2% | 6.0%
O=c1cc[nH]c2ccc(Cl)cc12 | 0.5% | -9.6% | 16.6% | 0.7% | -2.6% | VEEV TC-83 Vero 10K pilot screen=0.7
COC(=O)c1ccccc1NC(=O)N1CCN(c2ccc(OC)cc2)CC1 | 6.3% | -11.8% | 23.7% | 0.1% | 12.0%
Cc1ccc(C(C)NC(=O)c2ccncc2)cc1C (configuration not stated) | -8.5% | -13.6% | -6.0% | 3.0% | -6.6%
CN(C)P(=S)(Nc1ccccc1)C(Cl)(Cl)Cl (configuration not stated) | -2.3% | -1.4% | -2.4% | 4.2% | 0.4%
Cc1ccc(C(=O)NC(Cc2ccccc2C(F)(F)F)C(=O)O)cc1 (configuration not stated) | . | . | . | 0.4% | 1.3%
N#Cc1c(N)nc2c(c1-c1ccc(F)cc1)c(=O)nc1sccn12 | -13.3% | 4.9% | -25.9% | 1.5% | -10.9%
COc1ccc(C(=O)OCC(=O)Nc2cc(C)on2)c(OC)c1OC | -4.7% | 7.3% | -8.6% | 0.3% | 1.0%
O=C1NC(=S)N(c2ccc(Br)cc2)C(=O)/C1=C/N1CCN(C(=O)c2ccco2)CC1 | 1.2% | -24.7% | 29.3% | 1.7% | 1.5%
NC(=O)C1CCN(c2nc(-c3ccccc3-c3ccccc3)cs2)CC1 | 2.8% | . | -4.8% | 1.7% | 0.6%
CC(C)NC(=S)NN=C1CCC(c2ccccc2)CC1 (configuration not stated) | ? | 0.5% | -2.1% | i | 2.2%
O=C(NCC1CCCC(CNC(=O)N2CCc3ccccc32)C1)N1CCc2ccccc21 (configuration not stated) | 4.2% | -8.7% | 34.6% | 7.8% | 1.9%
O=C(NCc1cccs1)C1CCCN1C(=O)Nc1ccccc1[N+](=O)[O-] (configuration not stated) | 3.3% | 3.4% | -12.4% | 0.9% | -2.5%
COC(=O)c1ccc(NC(=S)N2CCCC2)cc1 | -0.4% | -7.0% | 6.7% | i | -4.0%
COC(=O)/C(C#N)=C/c1ccc(OC(=O)c2ccccn2)cc1 | 9.1% | -5.2% | 68.5% | 0.6% | 2.2%
C=CCOc1ccc(/C=N/NC(=O)C(C)Sc2ccccn2)cc1OCC (configuration not stated) | 9.1% | -1.7% | 71.0% | i | 3.0%
S=C(Nc1ccc(Cl)cc1)NC1CC2CCC(C1)N2Cc1ccccc1 (configuration not stated) | 10.9µM* | 9.9% | ? | 3.6% | 5.0%
O=C(N[C@@H]1C/C=C\C[C@@H](CC(=O)N(CCO)Cc2ccccc2)C(=O)N[C@@H](c2ccccc2)COC1=O)OCC1c2ccccc2-c2ccccc21 | 3.3% | . | 65.5% | 4.3% | 4.7%
CC(C)C[C@@H](CN)NC(=O)c1nc[nH]c1C(=O)N[C@@H](C)C(=O)CNC[C@H](C)NC(=O)c1nc[nH]c1C(=O)N[C@@H](CC(C)C)C(=O)O | . | . | . | i | -24.1%
CCOc1ccc(S(=O)(=O)N(C)CC(=O)NC2CCCC2)cc1 | -1.4% | -8.8% | 3.0% | 1.0% | -9.2%
CC1(c2ccc([N+](=O)[O-])c(CS(=O)(=O)c3ccccc3)c2)OCCO1 | -5.8% | 3.9% | -9.7% | 2.4% | .
COc1cc(OC)cc(-c2nnc(SCC(=O)Nc3ccc(C(=O)O)cc3)s2)c1 | 0.7% | -2.6% | 15.4% | 4.6% | -1.2%
CCCCCN(C(=O)CCC(=O)OCC(=O)N(CC)c1ccccc1)c1c(N)n(CCCC)c(=O)[nH]c1=O | -0.2% | 4.1% | 13.5% | 0.6% | -8.3%
COc1ccc(-c2nc3ccccn3c2NCc2ccc3c(c2)OCO3)cc1 | -0.9% | 5.6% | 73.2% | i | 4.8%
N#CCCN1CCN(S(=O)(=O)c2ccc(S(=O)(=O)NC3CCCC3)cc2)CC1 | -9.8% | -12.1% | 6.2% | i | 2.7%
COC(=O)C(Cc1c[nH]c2ccccc12)NC(=O)c1ccc2nc[nH]c2c1 (configuration not stated) | . | . | . | 6.8% | -12.4%
O=C(N/N=C/c1cc(Br)cc(Br)c1O)c1cccc(S(=O)(=O)N2CCOCC2)c1 | -2.3% | 17.9% | 76.7% | 1.2% | 18.1%
O=C(N/N=C/c1ccc2c(c1)OCO2)c1ccc2c(c1)OCCO2 | 1.7% | 2.1% | 14.4% | i | -3.0%
CC(=O)Nc1ccc(S(=O)(=O)NCC(CCC(=O)O)C(F)(F)F)cc1 (configuration not stated) | 1.6% | 4.4% | 5.5% | 2.4% | -5.6%
O=c1n(Cc2ccccc2)c2cc(Cl)cnc2n1Cc1ccccc1 | 7.5% | 13.0% | 12.2% | 2.3% | 5.7%
CCN(CC)S(=O)(=O)c1ccc(N=Nc2c(N)[nH]c(=O)[nH]c2=O)cc1 | -4.3% | -13.1% | -8.9% | 0.9% | 13.2%
C/C(CC1(O)C(=O)N(Cc2ccccc2)c2ccccc21)=N\O (configuration not stated) | -0.1% | -15.6% | 19.9% | 1.2% | -0.4%
CC(CNC(=O)c1ccc(N)cc1)NC(=O)c1ccc(N)cc1 (configuration not stated) | -0.7% | 1.4% | 8.9% | 0.4% | -0.4%
CCC(C(=O)NCCCN1CCCC1=O)n1c2ccccc2c2nc(=O)cc(C)n21 (configuration not stated) | -0.9% | 10.1% | -3.9% | i | 3.5%
CCCCN(c1ccccc1)S(=O)(=O)c1cccc2cccnc12 | -4.4% | 18.1% | 7.4% | i | -4.6%
CCCN(CC(=O)Nc1cc(C)on1)CC(=O)Nc1ccc(F)c(F)c1F | -3.1% | . | 19.1% | 3.2% | -13.6%
COc1ccc(C(C(=O)NC(C)(C)C)N(CCO)C(=O)CCC(=O)Nc2cc(C)on2)cc1 (configuration not stated) | 7.1% | 11.6% | 2.4% | 4.8% | -8.1%
CCn1c(=O)c(C(C)=O)c(O)c2ccccc21 | 6.5% | -0.1% | 15.1% | 1.1% | -2.1%
Cc1ccc(S(=O)(=O)c2nnn3c2nc(Nc2cccc(C)c2)c2ccccc23)cc1 | -7.0% | 1.1% | 0.6% | i | 0.2%
Cc1ccc(-n2nc3ccc(N)cc3n2)cc1C | 3.2% | -4.3% | 18.4% | 3.3% | 0.5%
NC(=S)N=Nc1c(O)cc(O)c2[nH]c(=O)ccc12 | . | . | . | 1.5% | 7.5%
CCc1ccc(OCCCC(=O)NCc2ccco2)cc1 | 0.4% | -8.7% | 5.18µM* | 0.6% | 8.7%
COCc1cc(C)nc(SCC[N+](C)(C)CC(=O)Nc2cccc(C(F)(F)F)c2)c1C#N | 51.3% | -6.3% | 79.6% | 2.0% | 2.2%
Nc1ccc(S(=O)(=O)Nc2cnc3ccccc3n2)cc1 | 26.4µM*! | 2.2%&8.2% | 72.9%&78.3% | 0.7%&0.3% | 0.9%&-2.1%
CCC(C)(C)NC(=O)C(c1ccccc1F)N(Cc1ccco1)C(=O)Cn1nnc2ccccc21 (configuration not stated) | -4.1% | 7.7% | 11.7% | 6.0% | -1.7% | VEEV TC-83 Vero 10K pilot screen=0.0
O=C(/C=C/c1ccc([N+](=O)[O-])cc1)/C=C/c1ccco1 | ? | 8.2% | ? | i | 10.3%
CCOc1cc(/C=N/n2c(C)nc3sc(C)c(C)c3c2=O)ccc1O | -0.7% | -13.5% | -4.5% | 0.1% | 10.0%
COC(=O)c1cc(Br)c(=O)n(Cc2ccco2)c1 | 3.0% | 7.2% | 1.8% | 2.5% | -19.4%
